IDH1 R132H inh = human IDH1 R132H inhibition; O75874; IDH1-R132H enzyme, NADPH consumption, diaphorase/resazurin fluorescence; Potency, µM (top dose mostly 76.6 µM), for the others: top-dose activity change, negative = inhibition, hits mostly inhibitors; 390,000 tested, 0.093% active; also: potency is read from the fitted curve at half-maximal effect; % is scaled to controls: 0 for no effect and ±100 for the full control effect; nearly all actives have a fitted effect of over 65% in size
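IDH1-R132H (0.5 ug/mL) preincubated 30 min with compound, then NADPH (0.016 mM) and alpha-KG (2 mM) added; 80 min at RT, pH 7.5. Remaining NADPH coupled via diaphorase/resazurin to fluorescence (540/590 nm); concentration-response curves normalized to no-enzyme control.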
TrxR1 substrate = rat thioredoxin reductase 1 substrate activity; O89049; purified TrxR1 substrate turnover, NADPH consumption readout; Potency, µM (top dose mostly 114 µM), inactives show at the highest dose activity change, negative = substrate turnover; 390,000 tested, 0.01% active; AID 588456; also: potency is read from the fitted curve at half-maximal effect; % is scaled to controls: 0 for no effect and ±100 for the full control effect; nearly all actives have a fitted effect of over 50% in size
Target sequence (O89049 whole entry, looked up): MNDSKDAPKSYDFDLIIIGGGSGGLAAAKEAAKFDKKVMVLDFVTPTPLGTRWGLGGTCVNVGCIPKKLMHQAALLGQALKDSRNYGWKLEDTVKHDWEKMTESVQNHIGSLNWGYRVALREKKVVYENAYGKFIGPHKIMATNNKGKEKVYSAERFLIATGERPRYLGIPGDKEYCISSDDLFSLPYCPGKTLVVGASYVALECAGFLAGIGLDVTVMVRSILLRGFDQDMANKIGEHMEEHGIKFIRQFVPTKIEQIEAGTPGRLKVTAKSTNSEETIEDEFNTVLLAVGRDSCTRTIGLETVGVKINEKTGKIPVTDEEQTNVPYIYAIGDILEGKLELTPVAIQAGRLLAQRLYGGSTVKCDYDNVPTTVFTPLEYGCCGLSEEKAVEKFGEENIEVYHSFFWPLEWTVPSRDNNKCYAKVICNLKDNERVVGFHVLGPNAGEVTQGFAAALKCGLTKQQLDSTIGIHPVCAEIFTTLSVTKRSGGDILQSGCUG
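Rat TrxR1, dispensed at 90 nM, was prereduced with 400 uM NADPH (final) for 5 min at ~22 deg C, then incubated with compound 15 min before 400 uM selenite. A first-read NADPH fluorescence drop versus no-compound background flagged substrates.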
TrxR1 inh = rat TrxR1 inhibition; Potency, µM (series often up to 114 µM), without a hit: at the highest dose activity change, negative = inhibition, most hits filed as inhibitors; recombinant rTrxR1, NADPH fluorescence consumption, selenite substrate; AID 588453; O89049; 390,000 tested, 1% active; also: potency is read from the fitted curve at half-maximal effect; % is scaled to controls: 0 for no effect and ±100 for the full control effect; nearly all actives have a fitted effect of over 65% in size
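Rat TrxR1 (90 nM in the dispensed reagent) was pre-reduced with 400 uM NADPH for 5 min at room temperature, then incubated with compound for 15 min. After 400 uM selenite was added, NADPH fluorescence (Ex 340/Em 450 nm) was followed for 8 min.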
TRHR enhancer = allosterically enhances the human TRH receptor. enhancement, % at 2 µM. 360,000 tested, 0.66% active. P34981. TRHR cells, fluo-8 calcium fluorescence, EC20 TRH enhancement; in the data active = enhancement above about 30%; also: 0% is about no effect
Target sequence (P34981 whole entry, looked up): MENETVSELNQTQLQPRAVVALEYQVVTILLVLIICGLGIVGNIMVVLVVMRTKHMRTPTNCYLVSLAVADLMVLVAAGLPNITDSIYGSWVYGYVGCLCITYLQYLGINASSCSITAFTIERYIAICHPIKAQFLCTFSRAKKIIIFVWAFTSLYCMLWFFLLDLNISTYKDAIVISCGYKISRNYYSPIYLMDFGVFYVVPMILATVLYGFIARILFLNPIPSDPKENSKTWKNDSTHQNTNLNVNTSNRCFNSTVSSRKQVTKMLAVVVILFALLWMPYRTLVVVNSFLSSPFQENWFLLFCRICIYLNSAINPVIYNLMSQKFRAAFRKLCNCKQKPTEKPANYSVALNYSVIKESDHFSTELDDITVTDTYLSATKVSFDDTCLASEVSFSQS
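Enhancer read-out: after compound pinning and an initial kinetic agonist-mode read, an EC20 of TRH (10 nM final) was injected and fluo-8 calcium signal (Ex 480/Em 530) followed at 1 s/cycle for 100 cycles in TRHR-expressing cells.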
PI4K2A inh = PI4K2A (human) kinase inhibition | activity change, negative = inhibition, % at 76.9 µM | purified PI4K2A, ADP-Glo luminescence, 1 h; active compounds read low | AID 1346378 | 420,000 tested, 0.13% active | Q9BTU6; in the data active = activity change below about -50%; inconclusive = mostly about -30% to -49%;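 also: -100% = wells without enzyme as full effect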
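In this quantitative HTS, ADP production by PI4K2A was quantified luminescently after 1 h at ambient temperature; 100 microM adenosine served as plate-quality control.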
D2 ag = activates the human D2 dopamine receptor; activation, % at 2 µM; AID 485358; HEK293 T-REx D2 cells, calcium flux agonist mode; 340,000 tested, 0.53% active; P14416;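 active = activation over 3 SD above normal in the single-dose calcium agonist read, cut at about 30% in these data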; also: 0% is about no effect
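Tetracycline-induced HEK293 T-REx cells with force-coupled D2 receptor, plated overnight at 30 C, loaded with no-wash calcium dye. After a 10 s baseline, compound was pin-added and calcium flux read kinetically for 180 s; calcium rises flagged agonists.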
USP1-UAF1 inh = USP1/UAF1 (human) deubiquitinase inhibition; O94782; recombinant USP1/UAF1, Ub-Rhodamine cleavage fluorescence; Potency, µM (doses to about 57.1 µM), for inactives: top-dose activity change, negative = inhibition, most hits filed as inhibitors; 390,000 tested, 0.23% active; AID 743255; also: potency is read from the fitted curve at half-maximal effect; % is scaled to controls: 0 for no effect and ±100 for the full control effect; nearly all actives have a fitted effect of over 60% in size; inactives centre near -12
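In this screen, compounds sit with the deubiquitinase complex (1nM) for 15 min at room temperature before Ub-Rho is added at 150nM final. Fluorescence rise is then followed for 6 reads every 60 seconds.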
TRHR ag = agonists of human TRH receptor | P34981 | TRHR cells, calcium flux fluo-8, FDSS agonist mode | activation, % at 2 µM | 360,000 tested, 0.18% active | AID 493084; in the data active = activation above about 30%; also: 0% is about no effect
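Read-out: compound-evoked intracellular calcium rise in TRHR cells, fluo-8 dye, kinetic FDSS fluorescence at 1 s/cycle following a 10-cycle baseline. Cells cultured overnight before dye loading (30 min–1.5 h, RT).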
D2 antag = antagonizes the human D2 dopamine receptor; P14416; HEK293 TREx D2 cells, calcium flux, dopamine EC80; inhibition, % at 10 µM; 340,000 tested, 2% active; AID 485344; in the data active = inhibition above about 30%; also: 0% is about no effect
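Calcium flux kinetic readout in an inducible HEK293 TREx D2 line plated overnight at 30 C. After 180 s compound exposure, an EC80 dopamine challenge follows with another 180 s kinetic read to detect antagonism.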
An asterisk follows results filed as active; ? = inconclusive; / = no result given; [ ] = remark or other dose. Unless noted, calls follow the shape of the dose curve; as a rule, active = well fitted inhibition curve with a large enough effect; inconclusive = small, poorly fitted or top-dose-only effect; inactive = no such curve, though single readings can be large or run the other way.

Sample of the layout, 4 compounds:
Screens in order: IDH1 R132H inh, TrxR1 substrate, TrxR1 inh, TRHR enhancer, PI4K2A inh, D2 ag, USP1-UAF1 inh, TRHR ag, D2 antag
O=C(CCc1nc2ccccc2c(=O)[nH]1)N1CCN(c2ccccc2Cl)CC1
  -1%, 2%, 11%, /, 0, /, -8%, /, /
O=C(NCCCN1CCCC1)Nc1cccc2ccccc12
  6%, 32%[activator], 5%, 1, 0, 0.5, -18%, -0.1, 1
O=[N+]([O-])c1ccc2c(c1)S(=O)c1ccccc1-2 (centres undefined)
  -3%, -1%[57.1 µM], -16%[57.1 µM], -4, -1, 1.4, 7%, -0.6, -9
C/C(=N\NC(=O)OC(C)(C)C)c1ccc[nH]1
  7%, 2%[57.1 µM], 6%[57.1 µM], -1, -10, 0.0, -19%, -0.3, -11

The listing, previewed entries included:
Screens in order: IDH1 R132H inh, TrxR1 substrate, TrxR1 inh, TRHR enhancer, PI4K2A inh, D2 ag, USP1-UAF1 inh, TRHR ag, D2 antag
O=C(CCc1nc2ccccc2c(=O)[nH]1)N1CCN(c2ccccc2Cl)CC1
  -1%, 2%, 11%, /, 0, /, -8%, /, /
O=C(NCCCN1CCCC1)Nc1cccc2ccccc12
  6%, 32%[activator], 5%, 1, 0, 0.5, -18%, -0.1, 1
O=[N+]([O-])c1ccc2c(c1)S(=O)c1ccccc1-2 (centres undefined)
  -3%, -1%[57.1 µM], -16%[57.1 µM], -4, -1, 1.4, 7%, -0.6, -9
C/C(=N\NC(=O)OC(C)(C)C)c1ccc[nH]1
  7%, 2%[57.1 µM], 6%[57.1 µM], -1, -10, 0.0, -19%, -0.3, -11
CCCCCCCOC(=O)C[N+](C)(C)CCOC1CC2CCC1(C)C2(C)C (centres undefined)
  1%, -2%, 3%, -1, -8, 0.8, -19%, 1.3, -3
CCC(C)Nc1nc2c(c(=O)[nH]c(=O)n2C)n1CCC(C)C (centres undefined)
  -2%, 5%, 5%, 5, -6, 0.7, -3%, -0.3, -3
COc1ccc(CCNS(=O)(=O)CCNC(=O)c2ccc3c(c2)OCO3)cc1OC
  23%, -6%[57.1 µM], -4%[57.1 µM], -2, -4, 0.7, -3%, -0.2, -8
COc1ccc(CNC(=O)c2cnc3ccc(C)cn3c2=O)cc1
  31%[activator], 2%, 16%, 4, -2, 0.0, 6%, -0.4, /
COc1cccc(=O)c2c(C)n(-c3ccc(C(=O)O)cc3)c(C)c12
  5%, -3%[57.1 µM], 1%[57.1 µM], -21, -4, -1.0, -19%, -1.2, -8
O=C(CSc1nc2ccccc2[nH]1)NC1CCS(=O)(=O)C1 (centres undefined)
  -3%, 2%, 7%, -2, -1, -0.3, 4%, 0.6, 0
COc1ccc(NC(=O)COC(=O)CCCc2c[nH]c3ccccc23)cc1OC
  2%, 3%, 12%, 6, -1, 0.6, -7%, 0.0, -5
O=C1ON=C(c2ccccc2)/C1=C/c1ccc(O)c(O)c1
  2%, 7%[2.29 µM], ?, -1, -4, 0.0, -26%, 0.4, 12
COc1ccc(N(CC(=O)Nc2ccc(S(=O)(=O)N3CCCC3)cc2)S(C)(=O)=O)cc1OC
  8%, -8%, -1%, -3, -4, /, -6%, 0.9, /
CC(=O)N1CSCC1C(=O)NNS(=O)(=O)c1cccc(C(F)(F)F)c1 (centres undefined)
  2%, 5%[57.1 µM], 2%, 1, 1, -0.4, 6%, -0.1, -4
COc1ccccc1OCC(=O)Nc1c(C(=O)c2ccc(F)cc2)oc2ccccc12
  0%, 52%[activator], 45%[activator], 9, 3, 0.1, -5%, -0.1, /
Cc1cc(NC(=O)CCCn2nc([N+](=O)[O-])c(Cl)c2C)no1
  -1%, -8%, 2%, 2, 2, 2.3, -10%, -3.2, 12
O=C(Nc1cccc(F)c1)c1ccc(S(=O)(=O)NCC2CCCO2)cc1 (centres undefined)
  4%, -6%, 18%, -13, 1, /, -6%, -0.6, /
O=C(/C=C/c1ccccc1)Nc1nc2n(n1)C(c1ccc(F)cc1)C=C(c1ccccc1)N2 (centres undefined)
  -15%, -11%, -4%, 0, -4, 2.5, -8%, -0.4, /
COc1ccc(OC)c(CC(NC(C)=O)C(=O)NC2CCN(c3nc(OC)nc(OC)n3)CC2)c1 (centres undefined)
  0%, -3%, 21%, 5, -2, -0.3, -13%, -0.5, -3
COc1ccc(-c2nc3c(c(SCC(=O)Nc4ccc(C(=O)O)cc4)n2)Cc2ccccc2O3)cc1
  -12%, 6%, 14%, 19, -16, -0.2, ?, 0.7, /
CCCNC(=O)C(Cc1ccccc1F)NC(=O)c1ccc(C#N)cc1 (centres undefined)
  5%, 8%, 17%[57.1 µM], -7, -2, /, -16%, 0.2, /
Oc1c(C=Nc2cccc3nsnc23)ccc2ccccc12
  35%[activator], -12%, 40µM*, 6, ?, 1.0, 25µM*, 0.4, 9
COc1cc(S(=O)(=O)NCc2ccc(F)cc2)ccc1-n1cnnn1
  10%, -11%, 27%[57.1 µM], -5, -2, -1.3, -5%, 0.4, 7
O=C(Cn1c(C(F)(F)F)nc2ccccc21)Nc1ccccc1C(=O)O
  6%, 5%[57.1 µM], 16%[57.1 µM], 1, -3, -0.3, -5%, 1.1, -1
CC1CCCN(C(=O)COC(=O)CNC(=O)c2ccc(Br)cc2)C1 (centres undefined)
  -2%, 5%, 18%, -8, 0, 0.2, -12%, -0.1, -4
CCN(CC(=O)NCc1cccs1)C(=O)c1ccc(S(=O)(=O)Nc2ccccc2Cl)cc1
  -18%, -8%, 1%, 6, -1, 1.3, -4%, 0.1, -4
CCCC(O)c1nc2ccccc2n1Cc1ccccc1OC (centres undefined)
  -1%, -11%, 0%, 3, 2, -1.6, -2%, -1.1, /
CN(CC(=O)Nc1cccc(F)c1)CC(=O)Nc1cccc(S(=O)(=O)N2CCCCC2)c1
  -1%, -13%, 4%, -5, 0, /, -14%, 0.0, /
CCOc1ccc(C(=O)c2cn(CC(=O)Nc3ccc(F)cc3)c3cc4c(cc3c2=O)OCCO4)cc1
  -2%, -6%, -2%, -2, 1, -1.0, -26%, -1.3, /
C=CCC1(CC=C)CCCN1C(=O)c1cc(COc2ccc(F)c(F)c2)on1
  12%, -17%, 2%, -4, -6, 2.3, -16%, 1.9, 8
CC(C)N1C(=O)/C(=C\c2nc3ccccc3c(=O)[nH]2)c2ccccc21
  ?, -3%, -12%, -1, -1, -0.5, -6%, -0.3, -22
O=C(COC(=O)CCCOc1ccc(Cl)cc1Cl)Nc1cccc(Cl)c1
  1%, 2%, 30%, -2, -2, 0.2, -15%, 1.3, -16
C=C1CC[C@@H]2[C@](C)(CCC[C@@]2(C)/C=C/[C@@H](O)C(C)(C)O)[C@H]1CC(=O)NCCS(=O)(=O)O
  -6%[38.3 µM], 1%, 3%, /, 1, /, -27%, /, /
CC(C)(CN1CCc2ccccc2C1)NS(=O)(=O)c1ccc(Cl)cc1
  -3%, -3%, 13%, -1, 5, -1.0, -18%, 1.3, 24
COc1ccccc1[C@H]1C(c2cccc(C)c2)=NN(c2ccccc2)[C@@H]1CO
  -4%, 172%[activator], 3%, /, 2, /, -6%, /, /
O=C(CSc1ccc([N+](=O)[O-])cc1)NCC1CCCCC1
  0%, -2%, 5%[57.1 µM], -1, 9, -1.9, -9%, 0.5, 9
N#Cc1ccc(OCC(=O)Nc2nc(-c3cccnc3)cs2)cc1
  12%, -2%, -4%, 8, -18, 0.3, ?, 0.2, 13
COc1ccc(CC(C)N2CCN(c3ccccc3)CC2)cc1OC (centres undefined)
  6%, 23%[57.1 µM], 35%[57.1 µM], -2, 4, 65*, -7%, -0.3, 66*
CCOc1ccc(-c2cccc(NC(=O)c3ccco3)c2)nn1
  9%, 4%, -23%, 8, -3, 0.0, ?, -0.2, -6
CC1CCCN(C(=O)COC(=O)CSc2ccc(C(N)=O)cc2[N+](=O)[O-])C1 (centres undefined)
  -13%, -5%, -7%, 2, -1, 0.7, -5%, -0.4, 1
ClC1(Cl)CC1CSc1nnc(-c2ccncc2)o1 (centres undefined)
  13%, 3%, 0%, 7, -2, 0.3, -16%, -0.3, 0
Cc1ccc2c(c1)COc1c3ccc(C(=O)N4CCOCC4)cc3nn1-2
  -4%, 11%[57.1 µM], -12%[57.1 µM], 7, -13, -0.4, -8%, -0.7, 21
COc1ccc(Cl)cc1C(=O)Nc1ccc(NC(C)=O)cc1
  -1%, 2%, 3%, 2, -1, 0.2, -13%, -0.1, -3
CN(C)CCOC(=O)/C(=C/c1cn(C)c2ccccc12)NC(=O)c1ccccc1
  1%, -10%[57.1 µM], -11%[57.1 µM], 3, 1, 0.3, -9%, 0.1, 2
Cc1cc(C)c(S(=O)(=O)N2CCN(C(=O)c3cc4ccccc4o3)CC2)c(C)c1
  3%, -10%, -2%, -12, -2, 0.6, -10%, 1.8, -5
O=C(CSC1=NCCS1)Nc1nc2c(s1)CCCC2
  1%, -2%, -1%, /, -3, /, -14%, /, /
Cc1cccc2cc(CN(Cc3ccc(F)cc3)C(=O)N3CCOCC3)c(=O)[nH]c12
  4%, 12%, 2%, 4, -1, -0.6, -20%, -0.4, 24
COc1ccc(NC(=O)CC2C(=O)N(c3cccc(OC)c3)C(=O)N2C(C)C)cc1 (centres undefined)
  -2%, 8%[57.1 µM], 6%[57.1 µM], -1, 1, 2.4, -15%, 0.7, 3
